# Compound activity deposited in PubChem by NCI.
# All columns: NCI-60 one-dose screen, growth in % after 48 h at 10 µM unless noted; 100 = growth as untreated, 0 = no growth, -100 = all killed.
# NCI-H522: NCI-H522 lung cancer; 78,000 tested, 8% active; AID 1794739
# OVCAR-8: OVCAR-8 ovarian cancer; 81,000 tested, 4.4% active; AID 1794782
# NCI-H226: NCI-H226 lung cancer; 79,000 tested, 3.5% active; AID 1794732
# NCI/ADR-RES: NCI/ADR-RES ovarian cells | AID 1794790 | 81,000 tested, 4.4% active
# OVCAR-3: OVCAR-3 ovarian cancer; 79,000 tested, 7% active; AID 1794787
# NCI-H460: NCI-H460 lung cancer; 82,000 tested, 6.8% active; AID 1794736
# NCI-H23: NCI-H23 lung cancer. 80,000 tested, 4% active
# NCI-H322M: NCI-H322M lung cancer; 80,000 tested, 2.7% active
# OVCAR-5: OVCAR-5 ovarian cancer. 82,000 tested, 2.9% active
# * = called active by the depositor; · = no result given; & = joins results of further samples. How the source made its calls: active means growth percent below 10; inactive means the rest.
# The line under a structure holds: NCI-H522 | OVCAR-8 | NCI-H226 | NCI/ADR-RES | OVCAR-3 | NCI-H460 | NCI-H23 | NCI-H322M | OVCAR-5
- CCCCNc1nnc(-c2ccc(-n3nc(-c4ccc(OC)cc4)cc3-c3ccc(OC)cc3)cc2)s1
  · | 87.5 | 81.7 | 81.7 | 95.6 | 90.8 | 91.7 | 94.6 | 114.0
- COc1cc(CCn2nnc3c(Nc4ccc(N5CCOCC5)cc4)ncnc32)cc(OC)c1
  88.5 | 108.8 | 90.7 | 86.3 | 92.8 | 98.4 | 95.1 | 111.3 | 95.3
- C=CCOC(=O)Nc1cccn([C@H](Cc2ccccc2)C(=O)NCCC(C)C)c1=O
  99.5 | 102.3 | 82.0 | 93.1 | 118.8 | 105.4 | 89.7 | 103.3 | 117.3
- Cc1ccc(C2OCC(C)(C)CO2)cc1
  91.4 | 103.2 | 106.0 | 108.2 | 107.5 | 107.2 | 101.9 | 111.0 | 104.6
- CCCCCCCCCC1OCC(C)(C)C(C(C)C)O1 (centres undefined)
  · | 103.6 | 95.9 | 109.1 | 104.5 | 104.2 | 107.5 | 96.2 | 99.3
- O=C(c1ccc(Oc2ccccc2)cc1)C(C(c1ccccc1)N1CCCCC1)N1CCCCC1 (centres undefined)
  103.0 | 102.3 | 99.7 | 105.3 | 100.3 | 110.7 | 94.2 | 88.0 | 108.1
- COc1ccc(-n2c(SCC(=O)NNS(=O)(=O)c3ccccc3)nc3ccc(Cl)cc3c2=O)cc1
  86.5 | 101.3 | 91.0 | 105.3 | 104.7 | 114.6 | · | 98.1 | 101.6
- COc1cc(NC(=O)CCSc2nc3ccccc3c(=O)n2-c2ccccc2)cc(OC)c1OC
  51.1 | 93.2 | 95.7 | 94.3 | 106.6 | 99.6 | 99.1 | 112.4 | 98.2
- O=C(CC1CC(c2ccc(-c3noc(=O)[nH]3)cc2)=NO1)NO (centres undefined)
  82.0 | 100.9 | 89.5 | 99.3 | 108.9 | 105.5 | 99.1 | 106.4 | 102.8
- CCOC(=O)C1=C(C(=O)OCC)N(c2cc(OC)c(OC)c(OC)c2)C(N)=C(C#N)C1c1cc(=O)[nH]c2ccccc12 (centres undefined)
  90.2 | 104.9 | 96.7 | 100.9 | 110.5 | 104.5 | 103.6 | 97.3 | 100.6
- CC(C)(C)C(=O)Nc1ccccc1
  98.6 | 106.8 | 92.8 | 117.5 | 110.4 | 101.3 | 112.2 | 106.3 | 110.4
- COc1cc(C[C@H]2OC(=O)C=C2c2ccc(O)cc2OC)ccc1O
  72.2 | 109.8 | 101.5 | 98.6 | 107.1 | 105.9 | 97.7 | 93.9 | 95.7
- FC(F)(F)Oc1cccc(C2=CN=C3SC(Cc4cccnc4)=NC23)c1 (centres undefined)
  68.8 | 64.2 | 57.4 | 67.5 | 79.2 | 82.9 | 80.0 | 82.4 | 69.1
- CC(C)OC(=O)[C@H](C)NP(=O)(OC[C@H]1O[C@@H](n2cnc3sc4c(=O)[nH]c(N)nc4c32)C(F)(F)[C@@H]1OP(=O)(N[C@@H](C)C(=O)OC(C)C)Oc1ccccc1)Oc1ccccc1 (some centres undefined)
  34.0 | 76.6 | 68.4 | 106.8 | 56.4 | 83.2 | 72.0 | 57.1 | 92.0
- O=C1CC2CC=C(c3ccc(F)cc3)CN2C=C1c1ccccc1 (centres undefined)
  70.9 | 91.1 | 82.0 | 100.0 | 99.7 | 101.1 | 96.1 | 101.4 | 107.7
- O=S(=O)(OCCCCCCCOS(=O)(=O)c1ccc(F)cc1)c1ccc(F)cc1
  67.7 | · | 85.6 | 98.8 | 101.4 | 102.6 | 99.0 | 102.6 | 103.0
- CCOC(=O)C1CCC(=O)N1Cc1c[nH]c2ccccc12 (centres undefined)
  · | 101.4 | 100.5 | 105.3 | 103.2 | 103.2 | 102.5 | 91.3 | 103.9
- CC(C)CCCC(=O)CCCCCCC(=O)CCN(O)C(=O)C(N)CO (centres undefined)
  89.5 | · | 83.7 | 90.8 | 94.5 | 102.6 | 88.3 | 90.2 | 63.4
- CC(C)(C)c1nn(-c2ccccc2)c2ncc3c(c12)C(=O)N(c1ccccc1)C3=O
  98.2 | · | 112.7 | 86.2 | 115.3 | 111.1 | 87.6 | 108.8 | 111.8
- O=C(Nc1c2ccccc2nc2ccccc12)c1ccccc1CN1C(=O)c2ccccc2C1=O
  23.7 | 31.3 | 40.2 | 29.3 | 34.1 | 3.8* | 28.6 | 21.0 | 40.1
- C=C(C)CNCC(=C)C
  72.9&112.6 | 95.1&103.6 | 92.7&89.9 | 102.6&100.2 | 103.1&105.9 | 101.4&102.8 | 97.8&93.5 | 102.3&97.8 | 102.6&109.3
- O=C(COc1cccc2c1N=CCC2)Nc1ccc(C(=O)/C=C/c2ccc(Cl)cc2Cl)cc1
  91.5 | 100.8 | 97.5 | 93.8 | 119.0 | 103.9 | 97.9 | 97.5 | 106.2
- COc1ccc(/C=N/NC(N)=S)c(OC)n1
  · | 97.7 | 85.7 | 109.2 | 111.4 | 106.0 | 107.6 | 103.8 | 108.7
- C[N+](C)([O-])Cc1ccccc1
  97.1 | 99.0 | 100.7 | 103.7 | 105.8 | 102.8 | 102.4 | 108.4 | 98.5
- O=C(CN1CCOCC1)Nc1nc2c(s1)Nc1ccccc1NC2=O
  84.5 | 94.2 | 104.8 | 107.5 | 115.0 | 100.4 | 102.5 | 100.9 | 119.4
- C=C(C)[C@@H]1CCC=C2CC[C@]3(C)[C@H](CC[C@@H]4[C@@]5(C)CC[C@H](O)C(C)(C)[C@@H]5CC[C@]43C)[C@H]21
  85.8 | 103.6 | 104.0 | 97.5 | 105.4 | 105.8 | 98.0 | 107.6 | 118.3
- CCOc1ccc(NC(=O)CSc2nc3ccccc3c(=O)n2CCc2ccc(S(N)(=O)=O)cc2)cc1
  41.1 | · | 98.2 | 85.1 | 83.0 | 95.4 | 71.8 | 83.2 | 94.4
- Cc1ccc(C(=O)Nc2nc3c(s2)CN(Cc2ccccc2)CC3)cn1
  65.9 | 95.7 | 88.8 | 70.5 | 88.1 | 100.6 | 80.5 | 92.9 | 103.2
- Cc1ccc(Cn2c(=O)[nH]c(=O)n(Cc3ccc(Cl)cc3)c2=O)cc1
  104.8 | 99.8 | 112.7 | 103.1 | 112.0 | 106.1 | 104.2 | 101.4 | 103.1
- COc1ccc2c(c1)CC[C@@H]1[C@@H]2CC[C@]2(C)[C@H](O)[C@H](O)C[C@@H]12
  97.0 | 96.7 | 86.9 | 106.6 | 130.5 | 114.3 | 106.6 | 94.2 | 95.5

# 5 consecutive entries from above, quoted:
# The line under a structure holds: NCI-H522 | OVCAR-8 | NCI-H226 | NCI/ADR-RES | OVCAR-3 | NCI-H460 | NCI-H23 | NCI-H322M | OVCAR-5
- CCCCNc1nnc(-c2ccc(-n3nc(-c4ccc(OC)cc4)cc3-c3ccc(OC)cc3)cc2)s1
  · | 87.5 | 81.7 | 81.7 | 95.6 | 90.8 | 91.7 | 94.6 | 114.0
- COc1cc(CCn2nnc3c(Nc4ccc(N5CCOCC5)cc4)ncnc32)cc(OC)c1
  88.5 | 108.8 | 90.7 | 86.3 | 92.8 | 98.4 | 95.1 | 111.3 | 95.3
- C=CCOC(=O)Nc1cccn([C@H](Cc2ccccc2)C(=O)NCCC(C)C)c1=O
  99.5 | 102.3 | 82.0 | 93.1 | 118.8 | 105.4 | 89.7 | 103.3 | 117.3
- Cc1ccc(C2OCC(C)(C)CO2)cc1
  91.4 | 103.2 | 106.0 | 108.2 | 107.5 | 107.2 | 101.9 | 111.0 | 104.6
- CCCCCCCCCC1OCC(C)(C)C(C(C)C)O1 (centres undefined)
  · | 103.6 | 95.9 | 109.1 | 104.5 | 104.2 | 107.5 | 96.2 | 99.3

# Other structures follow.
molecule	NCI-H522	OVCAR-8	NCI-H226	NCI/ADR-RES	OVCAR-3	NCI-H460	NCI-H23	NCI-H322M	OVCAR-5
COc1ccc(-c2nn(-c3cccc(Cl)c3)cc2-c2c(C#N)c3n(c(=O)c2C#N)NC(c2ccccc2)N3)cc1 (centres undefined)	57.3	74.1	72.5	83.8	67.5	81.2	70.3	·	97.8
O=[N+]([O-])c1ccc(NCSc2ccc(Cl)cc2)cc1	86.5	97.0	112.0	101.9	106.4	·	99.4	·	105.9
CCOC(=O)c1c(C)cc2c(CO)n[nH]c(=O)c2c1C	101.5	102.2	91.0	109.4	98.1	106.8	103.8	107.0	110.1
COc1ccc(-c2csc(NC(=O)c3ccc(OC)c(OC)c3)n2)cc1	101.2	95.2	93.8	120.3	113.8	109.1	117.6	105.2	90.7
CC(Br)CCON1C(=O)c2ccccc2C1=O (centres undefined)	·	99.6	99.5	109.6	119.0	106.5	108.6	101.9	109.2
c1ccc(C2CCOCO2)cc1 (centres undefined)	80.7&90.9	101.0&108.9	95.5&93.1	100.1&106.4	111.1&129.1	98.7&101.7	103.5&108.2	108.3&104.4	100.0&110.8
CCCCCCCCCCCCNC(=S)N/N=C/c1ccccc1O	78.1	77.9	69.2	77.1	·	49.6	60.9	83.5	99.1
CNC(=O)c1cc(Oc2ccc3nc(NC(=O)NCCO)sc3c2)ccn1	97.2	109.7	93.6	99.8	109.1	105.5	102.9	102.1	108.8
O=C(Nc1ccccc1)c1nc[nH]c1C(=O)Nc1ccccc1	80.7	73.1	67.9	·	102.1	67.1	93.6	82.7	96.7
S=c1[nH]nc(CSc2ncnc3c2c(-c2ccccc2)cn3-c2ccc(Cl)cc2)o1	89.5	97.5	89.5	99.3	101.3	99.4	92.7	97.9	104.1
Cc1ccc(S(=O)(=O)OC(CI)C2OC(c3ccccc3)OC3COC(c4ccccc4)OC32)cc1 (centres undefined)	79.6	101.8	77.5	99.2	107.0	96.1	103.5	103.3	93.6
CCOC(=O)c1c(O)cc(-c2ccc3c(c2)OCO3)cc1-c1sc(N(C)Cc2ccccc2)nc1Cl	88.5	100.9	95.2	97.3	106.1	100.9	90.9	103.3	100.9
c1ccc(CC[C@@H]2C[C@@H]3Cc4ccc5ccccc5c4N2O3)cc1	86.9	94.6	·	94.9	121.8	106.7	90.6	89.2	85.5
Nc1nc(Nc2ccc(Cl)cc2)nn1S(=O)(=O)c1ccc(Oc2ccccc2)cc1	70.6	75.5	87.2	89.9	90.9	88.4	94.2	106.8	90.0
CC(=O)N(C)c1cccc2cccc(S(=O)(=O)O)c12	95.0	103.3	104.1	102.6	108.7	109.2	95.4	102.0	114.3
O=C(O)CC1c2ccccc2-c2ccccc21	101.6	103.6	93.2	106.4	92.8	98.3	101.3	104.5	114.9
COc1ccc(-c2[nH]c3ccccc3c2C=C(C#N)C#N)cc1	-48.5*	19.4	25.8	-12.0*	-6.2*	6.7*	2.5*	52.1	26.7
Nc1nc(N)c2c(n1)NC(c1ccccc1)CC(c1cccc(Nc3ccncc3)c1)=N2 (centres undefined)	75.0	89.9	89.2	105.4	89.1	100.8	93.3	97.3	110.2
CCOC(=O)CSc1ncnc2c1c(-c1ccccc1)cn2-c1ccc(Cl)cc1	83.8	95.8	87.8	112.7	110.7	111.3	102.1	89.4	95.2
CC(=O)Nn1c(N(N=Cc2cc(-c3ccccc3)cs2)C(C)=O)nn(C(C)=O)c1=S	91.7	103.2	100.9	98.5	112.4	104.0	96.6	99.8	98.6
CC(C)C1=CC23CCC4C(C)(C(=O)O)CCCC4(C)C2CC1C1C(=O)C=CC(=O)C13 (centres undefined)	70.5	97.0	92.7	114.8	97.8	102.8	112.9	111.4	117.0
CCCOC(=O)c1cc(O)ccc1O	69.5	96.5	101.6	102.7	103.6	102.9	109.9	98.9	101.2
Nc1cc(S(N)(=O)=O)ccc1N1CCCC1	112.8	104.6	104.8	100.3	114.3	100.3	101.5	107.4	107.2
CCOC(=O)C1=NC(Cc2ccccc2)C(=O)N(c2ccc(Cl)cc2)N1 (centres undefined)	100.1	100.9	104.2	97.8	117.7	107.3	101.7	100.1	99.0
C#CCN(C)CCCOc1ccc(NCc2ccc(C(=O)NO)cc2)cc1Cl	13.7	14.7	46.6	7.6*	24.3	24.8	21.3	31.8	23.4
COc1ccc(C)c(NC(C)=O)c1	·	101.7	124.1	105.9	120.3	104.4	102.6	112.9	109.6
COc1ccc(Cn2ccc3c2-c2nc(OC)c(S(=O)(=O)c4ccccc4)cc2CCC3)cc1	68.6	97.4	94.6	86.1	104.5	100.3	87.9	84.1	90.9
O=C(c1ccc2ccccc2c1O)N1CCCCC1	99.9	106.7	103.3	109.6	120.5	116.2	103.9	105.4	100.3
COc1cc(CC(=S)C(=O)O)ccc1O	96.7	97.4	106.6	105.8	75.2	105.7	95.0	115.3	97.1
NS(=O)(=O)c1ccc(CCn2c(SCC(=O)N/N=C/c3ccc([N+](=O)[O-])cc3)nc3ccccc3c2=O)cc1	45.8	53.9	81.6	99.7	76.4	80.0	80.2	80.6	96.3
C=CCc1ccc(OCCN(CC)CC)c(OC)c1	97.7	99.5	96.2	107.9	104.6	103.1	99.9	99.2	95.2
COc1ccc(C2=C3C(=O)OCC3Cc3ncn(Cc4ccccc4)c32)cc1 (centres undefined)	104.2	105.7	99.5	109.0	105.9	108.4	106.8	107.5	100.9
CCc1cc(=O)n2c(-c3ccc(Cl)cc3)cnc2[nH]1	96.5	106.2	108.7	105.9	107.2	102.6	100.3	109.1	98.7
OCCC1COC(c2ccccc2)O1 (centres undefined)	100.3	98.7	109.4	103.9	119.7	117.9	104.0	98.9	98.8
C=CCNC(=O)NC(=O)Cc1ccccc1	99.6	89.2	101.0	95.7	117.9	99.4	99.5	103.8	90.7
CCOC(=O)c1cc(C(=O)c2cc(OC)cc(OC)c2)n2ncccc12	25.4	38.2	57.5	7.1*	0.9*	14.7	45.8	72.5	92.2
Cc1ccc(NC(=O)N/N=C/c2c[nH]c3ccccc23)cc1	86.5	103.5	95.3	93.2	113.3	110.4	86.1	104.4	107.2
CCOC(=O)c1sc2nc(-c3ccc(N(C)C)cc3)nc(N3CCOCC3)c2c1C	88.6	96.3	89.4	102.6	106.4	99.8	112.7	91.9	93.2
